Assay outcomes: PubChem BioAssay, several laboratories
K1F lysis inhibition = protection from phage-mediated lysis, alamar blue read-out – E. coli UTI89, K1F phage, bacterial capsule biogenesis inhibitors (AID 488966); E. coli UTI89 K1F phage lysis, alamar blue, 2 h; higher % means a stronger effect; inhibition, % at 100 µM; hits with a dose series show IC50 in µM; hit rate 0.02% among 340,000;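 active = phage lysis inhibition, versus mean bacterial control, above a set limit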;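 also: capsule biogenesis inhibitors block K1F phage lysis so surviving cells raise fluorescence; higher fluorescence means more inhibition of phage lysis; actives were called in the ten point dose series up to 300 µM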
RSV CPE inhibition = inhibition of RSV-induced cytopathic effect – HEp-2 cells, primary 10 µM value included (AID 2391); HEp-2 cells, RSV-induced CPE inhibition; higher % means a stronger effect; CPE inhibition, % at 10 µM; hits with a dose series show IC50 in µM; hit rate 0.13% among 310,000; in the data active = a potency from the dose series; also: strong numbers were not always called active
NTR1 agonist = NTR1-driven beta-arrestin-GFP spot formation – imaging, U2OS cells, high content, primary screen (AID 493036) | hit rate 0.17% among 330,000 | activation, % at 20 µM | agonist mode | P30989;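 active = activation at or above 40% of the spot to cytoplasm intensity ratio, with at least 20 cells analyzed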;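 also: 0% = DMSO without peptide and 100% = 100 nM NTR1 peptide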
Target sequence (P30989 whole entry, looked up): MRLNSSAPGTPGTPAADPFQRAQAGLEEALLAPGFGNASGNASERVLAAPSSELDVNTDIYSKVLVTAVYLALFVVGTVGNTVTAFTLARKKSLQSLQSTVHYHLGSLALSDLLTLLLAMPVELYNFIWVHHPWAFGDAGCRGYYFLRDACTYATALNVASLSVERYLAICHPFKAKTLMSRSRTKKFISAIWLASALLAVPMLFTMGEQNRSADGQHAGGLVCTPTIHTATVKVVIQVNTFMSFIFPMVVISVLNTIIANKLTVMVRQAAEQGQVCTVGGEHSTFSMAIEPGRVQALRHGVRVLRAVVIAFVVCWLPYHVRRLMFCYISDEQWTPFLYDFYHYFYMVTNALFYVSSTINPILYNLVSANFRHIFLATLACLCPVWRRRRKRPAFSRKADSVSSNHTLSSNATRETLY
Large T inhibition = TAg ATPase/helicase activity blockers – biochemical (AID 1903); hit rate 0.39% among 310,000; inhibition, % at 20 µM, or IC50 in µM where a hit was titrated; SV40 large T antigen ATPase/helicase inhibition assay; higher % means a stronger effect; in the data active = a potency from the dose series; also: strong numbers were not always called active
Siah-1 displacement = blockers of Siah-1 interaction with plectin peptide – biochemical, fluorescence polarization, rhodamine-plectin, uHTS, primary screen (AID 1817); Siah-1 / rhodamine-plectin peptide fluorescence polarization; higher % means a stronger effect; displacement, % at 20 µM, or IC50 in µM where a hit was titrated; hit rate 0.02% among 290,000;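 active = displacement of at least 50% at 20 µM, with a fluorescence ratio check between 0.3 and a set limit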;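 also: plate controls were Siah plus tracer with DMSO for no effect and tracer alone without Siah for full effect; strong numbers were not always called active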
AID2073 = inhibitors of Mint1-CaV2.2 protein interaction, biochemical, HTRF (AID 2073). inhibition, % at 20 µM; hits with a dose series show IC50 in µM. hit rate 0.19% among 290,000. HTRF protein-protein interaction, Mint1-CaV2.2; higher % means a stronger effect; in the data active = inhibition mostly above about 51%, no sharp cut-off; also: some results filed as inactive read as strong as hits
West Nile virus CPE = West Nile virus antiviral activity, cell-based, CPE readout (AID 1621) | West Nile virus-infected cells, CPE inhibition; higher % means a stronger effect | CPE inhibition, % at 10 µM; hits with a dose series show IC50 in µM | hit rate 0.02% among 290,000; in the data active = a potency from the dose series; also: strong numbers were not always called active
Rac1 GTP hydrolysis = MgcRacGAP GTPase-activating activity inhibitors, confirmation, biochemical, ADP Hunter fluorescence; AID 624330; inhibition, % at 30 µM, or IC50 in µM where a hit was titrated; hit rate 0.6% among 340,000; MgcRacGAP-stimulated Rac1 GTP hydrolysis, ADP Hunter fluorescence; higher % means a stronger effect; GST-tagged Rac1 F28L mutant substrate;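 active = first-screen hits whose inhibition reached a set limit at any dose in the follow-up dose series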;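 also: fluorescence reports GDP produced by GAP-driven GTP hydrolysis; strong numbers were not always called active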
NS5 inhibitors = Dengue-2 NS5 methyltransferase inhibitors, primary screen, biochemical, confirmation dose response (AID 588689); Dengue-2 NS5 methyltransferase capping enzyme assay, biochemical; higher % means a stronger effect; hit rate 0.3% among 340,000; one-dose inhibition, % at 25 µM; IC50 in µM for titrated hits; in the data active = a potency from the dose series
NTR1 agonist cell count 20 µM = recorded beside NTR1 agonist, whose call it bears; cell count; measured here: cell count, cytotoxicity flag
NS5 inhibitors pilot replicate = second read-out of NS5 inhibitors, no call of its own (marks repeat the call); inhibition, %; measured here: pilot screen replicate inhibition
Numbers without * were called inactive; nt = not tested or not shown; [ ] = another dose, or the depositor's remark.

Sample of the layout (three entries):
SMILES	K1F lysis inhibition	RSV CPE inhibition	NTR1 agonist	NTR1 agonist cell count 20 µM	Large T inhibition	Siah-1 displacement	AID2073	West Nile virus CPE	Rac1 GTP hydrolysis	NS5 inhibitors	others
Cc1ccc(-c2noc(C3CCCN(C(=O)c4ccccc4)C3)n2)o1 (stereo not drawn)	2.6%	0.2%	-1.0	69	2%	0%	24%	-0.5%	8%	-10%
CC(C)CC(=O)N1CCN(Cc2ccccc2[N+](=O)[O-])CC1	nt	0.9%	0.2	24	10%	28%	-18%	-0.5%	nt	nt
CC1C/C(=N\NC(=O)c2ccc([N+](=O)[O-])cc2)CC(C)(C)C1 (stereo not drawn)	-0.1%	-1.0%	1.8	77	23%	-8%	6%	0.7%	4%	-2%

All compounds of this part, previewed entries included:
SMILES	K1F lysis inhibition	RSV CPE inhibition	NTR1 agonist	NTR1 agonist cell count 20 µM	Large T inhibition	Siah-1 displacement	AID2073	West Nile virus CPE	Rac1 GTP hydrolysis	NS5 inhibitors	others
Cc1ccc(-c2noc(C3CCCN(C(=O)c4ccccc4)C3)n2)o1 (stereo not drawn)	2.6%	0.2%	-1.0	69	2%	0%	24%	-0.5%	8%	-10%
CC(C)CC(=O)N1CCN(Cc2ccccc2[N+](=O)[O-])CC1	nt	0.9%	0.2	24	10%	28%	-18%	-0.5%	nt	nt
CC1C/C(=N\NC(=O)c2ccc([N+](=O)[O-])cc2)CC(C)(C)C1 (stereo not drawn)	-0.1%	-1.0%	1.8	77	23%	-8%	6%	0.7%	4%	-2%
COc1ccc(Cl)cc1NC(=O)c1c(-c2ccccc2)noc1C	0.5%	0.6%	-2.5	98	3%	3%	2%	-0.1%	2%	-6%
CCOC(=O)C1=C(C)NC(C)=C(C(=O)OCC)C1C(=O)OCC(=O)NC	0.2%	0.3%	-1.8	45	0%	6%	9%	-0.3%	5%	-1%
CC1=C(C(=O)NC2CCCC(C)C2C)C2(CCCCC2)OC1=O (stereo not drawn)	-4.0%	1.0%	-2.4	59	10%	-1%	4%	-0.5%	7%	-7%
COc1cccc(CNC(=O)c2ccc3c(c2)N(C)CCS3)c1OC	0.8%	0.4%	1.7	60	19%	0%	35%	-0.4%	5%	-4%
Clc1ccc(C2Nc3cccc4cccc(c34)N2)cc1Cl	0.1%	1.4%	0.6	67	4%	-9%	27%	-0.7%	4%	15%	NS5 inhibitors pilot replicate=-1.5
CC(=O)NC(Cc1ccc(F)cc1)C(=O)NC1CCN(C(=O)Nc2cccc(C)c2)CC1 (stereo not drawn)	0.6%	-0.3%	1.2	54	4%	8%	-5%	-0.8%	4%	3%
CCN(CC)C(=O)CSc1nc2c(sc(=S)n2-c2ccccc2)c(=O)n1-c1ccccc1OC	0.1%	nt	3.9	78	nt	0%	7%	0.8%	8%	2%
CN(C(=O)c1sc2nc(N3CCOCC3)c3c(c2c1N)CCCC3)c1ccccc1	0.2%	6.6%	9.1	52	7%	4%	22%	0.6%	11%	-2%
Cc1ccccc1C1NC(c2ccccc2C)C([N+](=O)[O-])C(C)(C)C1[N+](=O)[O-] (stereo not drawn)	0.3%	2.1%	0.3	52	11%	1%	6%	-0.4%	12%	-2%
COc1ccccc1CNC(=O)/C=C/c1ccc(Br)o1	0.1%	0.7%	-1.0	66	1%	18%	80%*	0.0%	31%	-19%
O=C(CN1C2CCCC1CC(NC(=O)c1ccco1)C2)Nc1ccccc1C(F)(F)F (stereo not drawn)	0.1%	2.5%	0.0	75	0%	4%	1%	1.6%	6%	-5%
CN(C)CCNC(=O)CCn1nc(-c2ccc(Cl)cc2)ccc1=O	0.3%	-0.6%	-0.7	84	4%	-1%	-1%	-0.5%	8%	2%
NNC(=O)CC12CC3CC(C1)CC(n1ncnn1)(C3)C2	0.8%	1.3%	-0.8	55	4%	18%	3%	0.3%	3%	-2%
COc1ccc(/C=C/c2c(-c3ccccc3OC)sc3ccccc23)cc1OC	-0.2%	nt	-0.3	52	nt	nt	nt	nt	10%	-5%
COc1ccc(-c2ccc(SCC(=O)N3CC(=O)Nc4ccccc43)nn2)cc1	0.0%	9.3%	-1.1	46	13%	6%	16%	-0.7%	6%	-4%
CCC(C(=O)Nc1ccc(S(=O)(=O)N(C)C2CCN(C)CC2)cc1)c1ccccc1 (stereo not drawn)	0.9%[50 µM]	-0.8%	-2.8	57	nt	nt	nt	nt	3%	-5%
O=C(NNC1CC(=O)N(c2ccc(Br)cc2)C1=O)c1cccnc1 (stereo not drawn)	0.2%	0.8%	-1.3	103	18%	-4%	-2%	0.8%	9%	-5%
O=C(CSc1ncnc2sc3c(c12)CCCC3)NC1CCS(=O)(=O)C1 (stereo not drawn)	0.3%[50 µM]	nt	3.8	51	nt	nt	nt	nt	13%	-2%
Cc1cc(Cl)c(S(=O)(=O)Nc2ccc3c(c2)OCCO3)cc1OCC(N)=O	0.4%	-0.1%	-0.1	69	11%	4%	-14%	0.4%	-5%	3%
Cc1ccc(Cl)cc1NC(=O)C(NS(=O)(=O)c1cccs1)c1ccccc1 (stereo not drawn)	2.3%	1.6%	-1.2	32	4%	4%	-7%	-1.2%	8%	-1%
COc1ccc([C@H]2CC(=O)C=C(c3ccc(C(=O)O)cc3)C2)cc1OC	-1.1%	0.2%	0.7	49	nt	nt	nt	nt	8%	2%
CC(=O)NCCc1ccc(S(=O)(=O)Nc2cccnc2)cc1	0.4%	4.1%	0.2	54	8%	-4%	-10%	-0.4%	10%	-1%
CC(C)Oc1cccc(C(=O)C2CCCN(Cc3cccn3-c3ccccn3)C2)c1 (stereo not drawn)	0.3%	-2.0%	3.0	76	19%	2%	3%	-2.1%	3%	-6%
CCOC(=O)C(C)n1cnc2c1c(=O)[nH]c(=O)n2C (stereo not drawn)	0.2%	0.5%	-1.0	51	19%	5%	12%	-0.1%	-1%	-2%
CCOC(=O)c1ccc2c(c1)nc(COc1ccc3ccccc3c1)n2CC	2.5%	4.0%	5.6	78	4%	1%	-7%	0.0%	11%	2%
Cc1nc(-c2ccc(F)cc2)c(CC(=O)N(C)CC(=O)Nc2ccccc2Cl)s1	-1.4%	0.9%	0.6	62	10%	nt	nt	nt	7%	-1%
CCCC(=O)Nc1ccc(S(=O)(=O)N2CCCC2)cc1	0.2%	-0.2%	0.7	67	10%	-1%	11%	0.2%	-1%	-3%
Cc1cccc(-c2nc(CS(=O)CC(=O)NC3CCCCC3)c(C)o2)c1 (stereo not drawn)	-0.1%	0.2%	1.0	68	14%	0%	10%	-0.9%	9%	1%
CN(CC(=O)Nc1ccc(Cl)cc1)C(=O)c1ccc(NS(=O)(=O)c2ccc3[nH]c(=O)[nH]c3c2)cc1	-0.9%[50 µM]	-1.6%	0.3	64	7%	nt	nt	nt	1%	-12%
COC(=O)CN1C(=O)[C@H]2[C@@H](C3CC3)N3C(=O)CN(Cc4ccccn4)C(=O)[C@@]3(Cc3ccccc3)[C@H]2C1=O	0.7%	0.2%	3.5	97	8%	7%	1%	-1.1%	-6%	-6%
CCCOC(=O)c1ccc(Cl)c(NC(=O)c2ccc(-c3ccccc3)cc2)c1	-0.1%	0.4%	6.7	51	2%	-1%	6%	-0.4%	8%	2%
COc1cc(CCC(=O)OCC(=O)NCc2ccc(Cl)cc2)cc(OC)c1OC	0.8%	0.2%	-1.7	85	-8%	2%	-2%	-0.3%	4%	2%
COc1ccc(/C=C2\CCCc3c2nc2ccc(C)cc2c3C(=O)O)cc1O	-0.1%	-0.7%	0.5	52	10%	0%	24%	0.4%	9%	10%
CC1(C(=O)NC23CC4CC(CC(C4)C2)C3)CC1(Cl)Cl (stereo not drawn)	6.3%	-0.6%	0.0	58	19%	-5%	-5%	0.0%	1%	6%
COc1ccc(CCNC(=O)C(=O)c2c(C)n(C)c3ccccc23)cc1OC	-0.1%	0.2%	0.5	52	9%	12%	7%	-0.3%	-21%	4%
CCOn1c(=O)c(C)[n+]([O-])c2ccccc21	0.1%	-0.5%	-2.0	38	5%	4%	-5%	0.5%	3%	0%
CCOC(=O)C1=C(CSc2nc(CC)c(C)cc2C#N)OC(N)=C(C#N)C1c1ccccc1 (stereo not drawn)	2.9%[50 µM]	0.4%	-0.9	67	12%	3%	42%	-0.6%	5%	-9%
Nc1nc(SCC(=O)Nc2ccccc2Sc2ccccc2)n[nH]1	-1.5%	-0.9%	4.0	58	22%	-4%	-2%	-0.1%	6%	1%
Cc1cc(C)c(NC(=O)CSc2nnc(-c3ccco3)n2N)c(C)c1	0.5%	0.2%	0.5	87	8%	1%	1%	-0.8%	4%	-3%	NS5 inhibitors pilot replicate=-4.3
O=C(COC(=O)/C=C/c1ccc(F)cc1)NCC1CCCO1 (stereo not drawn)	0.6%[50 µM]	nt	-1.2	64	nt	nt	nt	nt	1%	-9%
Cc1cc(C)cc(Oc2c(C(F)(F)F)oc3cc(OCC(=O)O)ccc3c2=O)c1	-1.2%[50 µM]	0.2%	0.0	35	4%	-3%	18%	0.0%	-2%	-9%
COc1ccc(OC)c(S(=O)(=O)Nc2cccc3ccc(O)cc23)c1	-0.8%	nt	1.5	45	26%	nt	nt	nt	17%	-10%
COCCCn1c(C(=O)N2CCOCC2)cc2c(=O)n3ccccc3nc21	0.0%	0.7%	-1.1	59	-2%	8%	44%	-0.5%	7%	2%
O=C(c1ccco1)N1CCN(S(=O)(=O)c2ccc(S(=O)(=O)NC3CC3)cc2)CC1	1.0%[50 µM]	-1.0%	-1.5	57	2%	2%	1%	-0.7%	10%	-1%
CCOC(=O)C1CCN(S(=O)(=O)c2cc(F)ccc2OC)CC1	0.3%	0.9%	-0.2	35	2%	3%	3%	1.0%	5%	-2%
NC(=O)[C@@H]1CCCN1C(=O)c1ccc2nc(Cc3cccc(Cl)c3)oc2c1	0.1%	0.2%	-0.4	68	21%	8%	4%	-0.1%	12%	-5%
O=C(CCCn1cnc([N+](=O)[O-])n1)Nc1cccc(Cl)c1Cl	-0.1%[50 µM]	1.2%	-0.3	53	8%	0%	6%	-1.4%	2%	-4%
COc1cccc(/C=C/C(=O)Nc2ccc3c(c2)OCCO3)c1OC	0.0%	1.8%	1.5	58	-7%	-2%	7%	0.4%	9%	-3%
CCOc1ccc(Cn2c(C)nc([N+](=O)[O-])c2SCC(O)CCl)cc1[N+](=O)[O-] (stereo not drawn)	4.2%	6.3%	0.4	44	13%	-3%	-2%	-0.8%	2%	-2%
COc1ccc(C2=CC(c3c(C)nn(-c4ccccc4)c3Cl)n3nnnc3N2)cc1OC (stereo not drawn)	-0.1%	45%	5.8	57	18%	-1%	24%	0.5%	5%	-9%
